# Source: PubChem (National Center for Advancing Translational Sciences (NCATS))
# Giardia kill = Giardia lamblia killing; AID 540267; activity change, % at 7.66 µM, hits read low; Giardia lamblia trophozoite viability; 340,000 tested, 0.15% active; in the data active means activity change below about -80%; inconclusive means between about -30% and that limit;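 further: parasites exposed to compound for two days anaerobically before the ATP read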
#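 Giardia lamblia trophozoites (100 cells/well) were incubated with compounds for 48 h at 37 deg C under anaerobic conditions. Viability was read as ATP content by one-step luminescence after 15-30 min at room temperature.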
# uPA surface inh = blocks generation of uPA at the cell surface | AID 540303 | Potency, µM (doses to about 38.3 µM), inactives show top-dose activity change, negative = inhibition, most hits filed as inhibitors | cell surface uPA generation assay, qHTS | 330,000 tested, 0.31% active; active means well fitted inhibition curve with a large enough effect; inconclusive means small, poorly fitted or top-dose-only effect; inactive means no such curve, though single readings can be large or run the other way; tested in mouse RAW 264.7 cells; further: potency means the concentration at half of the fitted maximal effect; nearly all actives have a fitted effect of over 55% in size
# B2AR arrestin = beta2AR (human) beta-arrestin recruitment activity | P07550 | beta-arrestin recruitment to beta2AR, cell-based reporter | Potency, µM (top dose mostly 46.1 µM), for the others: at the highest dose activation, most hits filed as activators | 330,000 tested, 0.02% active | AID 492947;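 further: potency means the concentration at half of the fitted maximal effect; 0% = DMSO controls and full agonism = EC100 isoproterenol or metaproterenol; nearly all actives have a fitted effect of over 65% in size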
# Eya2 inh = inhibitors of human Eya2 phosphatase activity; recombinant Eya2, OMFP fluorescence dephosphorylation (OMFP is methylfluorescein phosphate); Potency, µM (series often up to 76.9 µM), for inactives: at the top dose activity, negative = inhibition, usual class: inhibitors; 330,000 tested, 0.006% active; further: potency means the concentration at half of the fitted maximal effect
#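 Eya2 protein (added as 0.2 uM solution) was preincubated with compound for 10 min at ambient temperature in 50 mM HEPES pH 7.5, 50 mM NaCl, 5 uM MgCl2, 0.05% BSA, 1 mM DTT. OMFP (added at 50 uM) then reacted 10 min; fluorescence read at 485/525 nm.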
# GALK inhibitor = blocks human galactokinase activity | P51570 | Purified GALK, Kinase-Glo residual ATP luminescence | Potency, µM (doses to about 57.5 µM), without a hit: top-dose activity change, negative = inhibition, hits mostly inhibitors | 270,000 tested, 0.007% active | AID 1868; further: potency means the concentration at half of the fitted maximal effect
#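 Quantitative HTS: GALK 5 nM, ATP 35 uM, galactose 100 uM, 1 h room temperature, then luciferase-based ATP detection.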
# KCNH2 3.1 block = blocks the human KCNH2 3.1 channel isoform; U2OS KCNH2 3.1, thallium flux FluxOr; stronger effect = lower value; activity change, % (tested at about 1.8 µM); 340,000 tested, 0.95% active;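 active means maximum activity change below -70%; inconclusive means maximum activity change from -70% to -50%; inactive means maximum activity change above -50%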;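 further: thallium influx rate constant from kinetic fluorescence after stimulation buffer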
#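 Thallium flux read-out: FluxOr dye with Red40 quencher in HBSS/HEPES, 45 min at RT. Rate constants from kinetic reads were normalized to positive and negative DMSO controls. Cells: U2OS virally expressing the 3.1 isoform.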
# Coupling enz = counter-screen for Giardia aldolase inhibitors: coupling enzyme system. AID 2472. 290,000 tested, 0.67% active. coupling enzyme system counterscreen, AmpLite Red fluorescence. activity change, negative = inhibition, % at 58.2 µM, hits read low; in the data active means activity change below about -30%
#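 Coupling enzymes only (glyceraldehyde-3-phosphate) + compound, at 57.5 uM final, 10 min RT; add substrate/coupling/AmpLite Red mix, 20 min RT; fluorescence ex 525/em 598 nm. Actives flag coupling-system interference.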
# USP2a block = USP2a (human) protease inhibition; USP2 core, Ub-CHOP2 coupled fluorogenic reporter, 485/531; O75604; AID 463254; 330,000 tested, 0.01% active; Potency, µM (series often up to 38.3 µM), for the others: at the top dose activity change, negative = inhibition, hits mostly inhibitors;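 further: potency means the concentration at half of the fitted maximal effect; plate controls were DMSO wells for no effect and full inhibition by NEM control for full effect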
# Target sequence (O75604 whole entry, looked up): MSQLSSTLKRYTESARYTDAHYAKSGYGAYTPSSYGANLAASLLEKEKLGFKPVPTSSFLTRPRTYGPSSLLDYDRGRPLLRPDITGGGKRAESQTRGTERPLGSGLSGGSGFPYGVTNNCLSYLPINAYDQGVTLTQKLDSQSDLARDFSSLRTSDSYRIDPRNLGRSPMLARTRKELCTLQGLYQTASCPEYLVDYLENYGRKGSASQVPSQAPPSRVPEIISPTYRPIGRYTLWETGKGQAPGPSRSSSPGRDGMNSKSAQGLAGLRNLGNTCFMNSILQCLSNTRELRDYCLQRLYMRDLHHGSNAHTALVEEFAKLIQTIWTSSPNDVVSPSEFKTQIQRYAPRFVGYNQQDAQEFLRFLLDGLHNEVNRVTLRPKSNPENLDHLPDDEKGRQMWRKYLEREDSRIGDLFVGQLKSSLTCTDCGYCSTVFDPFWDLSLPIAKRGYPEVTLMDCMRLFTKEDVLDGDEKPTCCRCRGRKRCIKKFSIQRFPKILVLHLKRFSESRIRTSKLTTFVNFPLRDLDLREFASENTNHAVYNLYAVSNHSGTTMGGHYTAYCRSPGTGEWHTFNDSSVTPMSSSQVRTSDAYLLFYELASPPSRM
#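 Deubiquitinase activity read as fluorescence (485/531 nm) after Ub-CHOP2 cleavage activates the enterokinase reporter on its substrate; USP2 core 10nM, Ub-CHOP2 and substrate 25nM each, 30min compound preincubation then 60min RT; data normalized to NEM, curves fitted.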
# BCR signal inh = inhibitors of chronic active B-cell receptor signaling; ABC-DLBCL IkBa-CBG/CBR reporter, luminescence ratio, 4 h; Potency, µM (titrated, usually from 46.1 µM), without a hit: at the top dose ratio change, negative = lower green/red ratio, actives largely listed as inhibitors; 340,000 tested, 0.05% active; AID 493014; active means well fitted inhibition curve with a large enough effect in the signal ratio, with a control signal flat, not every such curve was filed as active; inconclusive means small, poorly fitted or top-dose-only effect, or effect the other way, or a change in a side signal; the % refers to the signal ratio;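 further: potency means the concentration at half of the fitted maximal effect; plate controls were basal doxycycline-induced cells for no effect and cells given 10 µM MG132 for full effect; MG132 reads +100%, hits lower the ratio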
#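 Cell line TMD8 (human ABC DLBCL), stably expressing tet-inducible CBG68-IkBa fusion and CBR; IMDM/0.5% FBS; cpd up to 46 uM; dox induction, 4 h, 37C/5% CO2; dual luminescence; green/red ratio; MG132 control.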
# KCNH2 WT inh = blocks the wildtype human KCNH2 potassium channel. Q12809. U2OS, BacMam KCNH2, thallium flux FluxOr; stronger effect = lower value. activity change, % at 1.84 µM. 340,000 tested, 0.37% active. AID 720551;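 active means maximum activity change below -70%; inconclusive means maximum activity change between -70% and -50%; inactive means maximum activity change above -50%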
#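 U2OS cells transduced with wild-type KCNH2 virus are loaded with FluxOr dye for 45 min, and thallium flux is measured in kinetic reads before and after stimulation buffer. Rate constants are normalized to DMSO controls.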
# PKM2 act = activators of human pyruvate kinase M2; Potency, µM (top dose mostly 57.5 µM), inactives show at the top dose activation, usual class: activators; purified PKM2, Kinase-Glo ATP luminescence, activation; response scale: 0% is enzyme alone, no compound; 260,000 tested, 0.34% active; P14618; further: potency means the concentration at half of the fitted maximal effect; nearly all actives have a fitted effect of over 55% in size
# Target sequence (P14618 whole entry, looked up): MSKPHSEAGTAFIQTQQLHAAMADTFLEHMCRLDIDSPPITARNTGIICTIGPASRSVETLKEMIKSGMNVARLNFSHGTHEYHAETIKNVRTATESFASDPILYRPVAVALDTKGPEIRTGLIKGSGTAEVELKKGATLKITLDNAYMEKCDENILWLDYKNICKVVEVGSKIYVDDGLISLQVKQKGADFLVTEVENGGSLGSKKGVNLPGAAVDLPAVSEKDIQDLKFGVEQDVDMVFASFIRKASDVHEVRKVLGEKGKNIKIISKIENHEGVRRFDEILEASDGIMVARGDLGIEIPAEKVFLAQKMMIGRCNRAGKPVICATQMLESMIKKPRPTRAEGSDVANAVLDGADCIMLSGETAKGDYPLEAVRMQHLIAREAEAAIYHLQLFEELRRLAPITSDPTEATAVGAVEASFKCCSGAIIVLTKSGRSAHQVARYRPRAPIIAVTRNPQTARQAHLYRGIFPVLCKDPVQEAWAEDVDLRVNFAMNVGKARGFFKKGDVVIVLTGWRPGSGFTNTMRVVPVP
#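 Purified hPK-M2 (>95% pure) converted ADP (0.1 mM final) to ATP with 0.5 mM PEP in 50 mM imidazole pH7.2, KCl, MgCl2, Tween 20, BSA; 1 h at room temperature. ATP detected by Kinase-Glo luminescence.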
# Starred values were filed as active, the others as inactive; ? = inconclusive; . = no result given; [ ] = remark or other dose. Unless noted, the call rests on the fitted dose curve; in most records, active means well fitted curve in the direction sought with a large enough effect; inconclusive means small, poorly fitted or top-dose-only effect, or another doubt; inactive means no such curve, though single readings can be large; an effect the other way counts as inactive or inconclusive. Unless noted, on the % scale 0 is the no-effect control and ±100 the full control effect.
SMILES,Giardia kill,uPA surface inh,B2AR arrestin,Eya2 inh,GALK inhibitor,KCNH2 3.1 block,Coupling enz,USP2a block,BCR signal inh,KCNH2 WT inh,PKM2 act
Cc1c(Cl)cccc1NC(=O)CCC(=O)NNC(=O)c1ccccc1,-6,5%,-1.2%,-1%,-1%,-1,0,4%,0%,-8,-10%
Cc1cccc(N2C(=O)CS/C2=N\NC(=O)c2ccc(Br)cc2)c1C,-17,9%,0.0%,4%,0%,2,3,4%,-7%,-8,5%
CCN1C(=O)/C(=C/c2cccs2)SC1=Nc1ccc(OC)cc1,4,-5%,-0.4%,5%,-1%,-10,-1,1%,-4%,-8,-4%
NC(=O)CN(c1ccc(Oc2ccccc2)cc1)S(=O)(=O)c1ccccc1,0,18%,-0.3%,-2%,0%,4,.,0%,0%,-1,-3%
COc1ccc(C(=O)NCCCCCC(=O)N/N=C/c2ccco2)cc1OC,6,-6%,-0.4%,-1%,.,-21,1,0%,3%,-6,-1%
COc1ccc(S(=O)(=O)N2CCN(C(=O)C3COc4ccccc4O3)CC2)cc1 (stereo unspecified),9,-18%,-0.1%,9%,.,-2,.,0%,1%,-2,.
O=C1C2C3CC(C2C(=O)N1c1cccc(Cl)c1)[C@H](O)C3O (stereo partly specified),10,8%,0.7%,17%,-3%,0,2,6%,?,-10,-1%
CC(C)CCN(C(=O)Nc1ccccc1)C(C)c1cccs1 (stereo unspecified),9,.,0.9%,-31%,0%,-8,-1,0%,?,0,-4%
CCc1nc(SCC(=O)Nc2cccc(C(F)(F)F)c2)c2c(=O)n(C)c(=O)n(C)c2n1,-18,7%,0.1%,-20%,4%,11,2,2%,-6%,-7,1%
O=[N+]([O-])c1cccc2c(N3CCOCC3)ccnc12,-5,?,-0.1%,-6%,8%,-6,-4,-2%,-10%,-5,-16%
CSc1ncccc1C(=O)N1CCN(C(=O)c2ccccc2)CC1,6,-4%,0.4%,0%,1%,7,1,1%,3%,4,.
CCOc1ccc2nc(NC(=O)/C=C/c3ccc4c(c3)OCO4)sc2c1,8,0%,-0.3%,6%,-2%,2,-7,1%,0%,6,-6%
Cc1ccc(S(=O)(=O)n2cnc3ccccc32)c(C)c1,-14,-4%,0.0%,-7%,-2%,-3,-6,2%,15%,7,-9%
CCS(=O)(=O)N1CCN(C(=O)c2ccccc2[N+](=O)[O-])CC1,11,5%,0.0%,3%,6%,-18,3,-2%,-1%,6,0%
COc1ccc(C2CC(c3ccc(Cl)c(Cl)c3)Nc3nc(N)nn32)cc1 (stereo unspecified),-22,2%,0.1%,-20%,1%,-6,-2,2%,1%,8,2%
COc1ccc(N/C=C(\C#N)c2ccc(OCCCF)cc2)cc1,10,3%,-1.3%,-7%,0%,-1,0,-7%,?,-4,-1%
CSc1nc(O)c(Nc2cccc(Cl)c2)c(=O)[nH]1,-17,0%,0.4%,-7%,-3%,0,-2,1%,-5%,11,8%
CS(=O)(=O)N1CCN(c2ccccc2NC(=O)Cc2ccc(Cl)cc2)CC1,19,-3%,0.0%,-2%,0%,-8,-2,2%,?,6,-3%
CC(C)c1ccccc1OCC(O)CN1CCN(S(=O)(=O)c2ccc([N+](=O)[O-])cc2)CC1 (stereo unspecified),29,-12%,-0.9%,?,.,-1,-4,-4%,?,-11,.
O=C(CSc1ncnc2c1oc1ccccc12)N1CCc2ccccc2C1,.,.,0.0%,9%,4%,.,0,2%,0%,.,1%
Cn1c(=O)c2c(ncn2CC(=O)Nc2nc(-c3ccccc3Cl)cs2)n(C)c1=O,-18,.,-0.8%,29%,10%,15,0,1%,-7%,-10,2%
O=C(CCCc1c[nH]c2ccccc12)N1CCCCCC1,-9,-1%,-0.4%,9%,4%,-19,2,3%,2%,-7,4%
Cc1ccc(S(=O)(=O)Nc2csc(C)c2C(=O)O)cc1,-17,7%,0.3%,16%,.,-1,0,2%,0%,-7,0%
CCOC(=O)CNC(=O)C12CC3CC(CC(C3)C1)C2,-18,-1%,0.5%,-1%,-4%,2,-1,2%,1%,0,4%
COc1cccc(C(=O)C2=NN(C(C)=O)CC2c2ccco2)c1 (stereo unspecified),?,-8%,-0.1%,?,0%,14,3,-6%,1%,4,0%
# Continued:
SMILES,Giardia kill,uPA surface inh,B2AR arrestin,Eya2 inh,GALK inhibitor,KCNH2 3.1 block,Coupling enz,USP2a block,BCR signal inh,KCNH2 WT inh,PKM2 act
O=C(NC1CCN(C(=O)NC2CCCCC2)CC1)c1cccc(F)c1,29,3%,-0.3%,-8%,-2%,-5,1,0%,-11%,-17,.
O=C(CN1C(=O)c2ccccc2C1=O)NCCc1c[nH]c2ccc(Cl)cc12,?,0%,4.3%,-3%,1%,19,-2,3%,?,1,2%
CC(C)c1nc2ccccn2c1NC1CCCCC1,-2,1%,0.0%,-2%,-3%,-4,-2,3%,?,3,2%
CN(C)S(=O)(=O)Nc1cc(Cl)cc(Cl)c1,8,4%,-0.1%,9%,0%,3,0,-1%,3%,-5,1%
CCN(CC)S(=O)(=O)c1ccc(N2CCCC2)c(NC(=O)c2ccc(OC)cc2OC)c1,-10,-3%,-0.9%,2%,3%,-22,-5,-13%,-1%,-11,-5%
O=C1/C(=C\c2ccco2)SC(=S)N1c1ccccc1,-3,2%,0.1%,1%,.,-15,-6,2%,?,13,6%
COc1ccc(C2=NOC(C(=O)Nc3ccc4c(c3)OCCO4)C2)c(OC)c1 (stereo unspecified),-2,4%,0.3%,-13%,.,3,4,0%,?,-2,.
CC1(C)Cc2nc3sc4c(NCCO)ncnc4c3cc2CS1,-6,-19%,0.1%,-6%,-1%,1,-2,-5%,12%,8,-1%
Cc1ccc(N2C(=O)c3ccccc3C2=O)nc1,1,-4%,0.6%,-25%,-2%,16,0,1%,2%,12,.
O=C(C1=NN[C@@H]2C(=O)N(Cc3ccccc3)C(=O)[C@H]12)c1ccc([N+](=O)[O-])cc1,3,6%,-0.1%,-3%,1%,15,1,1%,?,4,2%
O=C(CSc1nc(O)cc(=O)n1-c1ccccc1)NCc1ccccc1,-21,.,0.0%,22%,-4%,2,6,0%,16%,-20,1%
CCNc1c(NC(=O)COc2ccc(Cl)cc2)c(=O)oc2ccccc12,-16,-19%,0.1%,-12%,4%,0,0,4%,-5%,4,11%[0.46 µM]
CCOc1ccc(-n2c(SCc3ccc([N+](=O)[O-])cc3)nnc2-c2ccc(OC)cc2)cc1,?,4%,-1.0%,-6%,.,-37,-1,-6%,1%,-30,-7%
O=C(Oc1cccnc1)c1cc2ccccc2oc1=O,-5,2%,0.3%,4%,-5%,-6,3,0%,6%,-3,-4%
Nc1cc2nsnc2cc1Br,-8,-5%,-0.7%,-5%,.,-3,-32*,6%,?,9,-7%
Cn1c(SCC2CCCCC2)nnc1-c1ccncc1,-2,-3%,0.3%,2%,1%,-16,1,-5%,-11%,4,-6%
CC1(C)Cc2c(sc(NC(=O)COc3ccc(Cl)cc3Cl)c2C(N)=O)C(C)(C)N1,6,-2%,-0.2%,16%,-4%,-6,.,-3%,4%,4,-2%
CCOC(=O)CC(=O)CSc1nc2c(c(-c3cccs3)c1C#N)CCC2,-25,11%,-0.8%,-3%,0%,0,10,-4%,?,-6,7%
COC(=O)c1ccc(N)c(N=CC2=C(O)CC(C)(C)CC2=O)c1,2,-6%,4.1%,2%,3%,-2,-13,7%,-15%,-3,4%
CCN1C(=O)[C@H]2[C@@H](c3ccc(-c4ccc5c(c4)OCO5)c(OC)c3)N[C@@](Cc3ccccc3)(C(=O)OC)[C@H]2C1=O,-2,-11%,-2.1%,-32%,.,-111*,.,-1%,4%,6,.
CCCCC1C(C#N)=C(C)NC2=C1C(=O)CC(C)(C)C2 (stereo unspecified),-4,-7%,-0.9%,-8%,-1%,0,1,-1%,?,-4,5%
COC(=O)CN1C(=S)N(c2ccc(OC)cc2)C(=O)C1CC(=O)Nc1ccc(F)cc1 (stereo unspecified),14,-1%,0.1%,14%,1%,-8,1,9%,1%,-3,4%
Fc1ccc(CSc2ccc3nnc(-c4ccccn4)n3n2)cc1,1,-4%,0.3%,-12%,1%,-33,3,-1%,0%,6,28%
Clc1cccc(NCc2nnc(SCc3ccc(Cl)cc3Cl)o2)c1,10,5%,0.2%,-2%,0%,-10,-1,0%,24%,-5,6%

# Part of the list above in order of length of the SMILES, lowest first.
SMILES,Giardia kill,uPA surface inh,B2AR arrestin,Eya2 inh,GALK inhibitor,KCNH2 3.1 block,Coupling enz,USP2a block,BCR signal inh,KCNH2 WT inh,PKM2 act
Fc1ccc(CSc2ccc3nnc(-c4ccccn4)n3n2)cc1,1,-4%,0.3%,-12%,1%,-33,3,-1%,0%,6,28%
Clc1cccc(NCc2nnc(SCc3ccc(Cl)cc3Cl)o2)c1,10,5%,0.2%,-2%,0%,-10,-1,0%,24%,-5,6%
CC1(C)Cc2c(sc(NC(=O)COc3ccc(Cl)cc3Cl)c2C(N)=O)C(C)(C)N1,6,-2%,-0.2%,16%,-4%,-6,.,-3%,4%,4,-2%
